mHtt clearance: mutant huntingtin protein clearance. AID 853. HeLa Exon1htt(103Q)mCFP, aggregate imaging; zero = plate's median compound well. inhibition, % at 1.5 µM. 47,000 compounds, 0.42% hits;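 active means inhibition of aggregate fluorescence above about 70%, also judged a hit by eye on the cell image, limit read from the data, passing the limit was not always enough; inconclusive means no rule stated for this call; inactive means not judged a hit on image review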;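 further: cells exposed to compound for three days before fixation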
mHtt clearance grain fraction: recorded beside mHtt clearance, whose call it bears; fraction fluorescence in grains; measured here: aggregate grain fluorescence fraction; hits give low values;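 scaled fraction of total cell fluorescence in grains with unit not stated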
Active calls of the source: *; ? = inconclusive; / = not tested or not shown. A portion of the library. The share of hits here may be higher or lower than overall.

mHtt clearance | mHtt clearance grain fraction | SMILES
-39 | 27 | NC(=O)c1ccccc1NS(=O)(=O)Cc1ccccc1
2 | 16 | CCOC(=O)C1CCN(C(=O)c2ccc3snnc3c2)CC1
-38 | 43 | c1ccc(-c2n[nH]c3c2CCC3)cc1
2 | 34 | O=C(CN1CCN(C2CCCCC2)CC1)Nc1ccccc1-c1ccccc1
37 | 13 | OC(COc1c(F)cc(Br)cc1F)CN1CCN(c2ccc(F)cc2)CC1 (centres undefined)
16 | 18 | CCCCc1ccc(Nc2nc(CCC)cc(=O)[nH]2)cc1
? | / | CCc1c(C)c2ccc(OCC(N)=O)cc2oc1=O
46 | 19 | Cc1ccc(S(=O)(=O)N(CCO)Cc2cc3ccc(C)c(C)c3[nH]c2=O)cc1
3 | 37 | O=C(NC(C(=O)N/N=C/c1c2ccccc2cc2ccccc12)c1n[nH]c(=O)c2ccccc12)c1ccccc1 (centres undefined)
-22 | 24 | COc1ccc(OC)c(NS(=O)(=O)c2ccc(SC)cc2)c1
-17 | 51 | CC(C)(C)n1nnnc1CN1C2CCC1CC(NC(=O)Nc1ccccc1)C2 (centres undefined)
50 | 17 | CC(=O)NC(C)c1nc2ccccc2n1C(C)C (centres undefined)
-37 | 24 | Cc1cccc2cc(CN(Cc3nnnn3C3CCCCC3)C3CCCC3)c3nnnn3c12
-14 | 25 | CC(=O)Nc1ccc(NS(=O)(=O)C(F)(F)F)cc1
-54 | 31 | COc1ccc(C2CC2/C(C)=N/OC(=O)c2cccs2)cc1 (centres undefined)
-2 | 19 | CCN(CCCNC(=O)CCNC(=O)Cn1ccc2ccccc2c1=O)c1ccccc1
13 | 24 | CC1(C)Cc2c(c(N3CCCC3)[nH]c(=S)c2C#N)CO1
-91 | 39 | O=C(CCSc1ccc(Cl)cc1)N1CCOCC1
35 | 25 | Cc1cc(=O)oc2cc(OC(C)C(=O)Nc3ccc(N4CCOCC4)cc3)ccc12 (centres undefined)
-46 | 51 | O=C(NCN1CCc2ccccc2C1)c1ccccc1
8 | 36 | CCOC(=O)c1cccc(NC(=O)CSc2nnc(COc3ccc(Cl)cc3)o2)c1
36 | 25 | COc1cccc(OCc2nnc(SCC(=O)NCc3ccco3)n2C)c1
-19 | 56 | Cc1ccc(-c2nnc3n2N=C(c2ccc(Br)cc2)CS3)cc1
-25 | 51 | CCOC(=O)C1CCCN(c2c(Nc3cc(C)cc(C)c3)c(=O)c2=O)C1 (centres undefined)
13 | 17 | CCOC(=O)C1=C(C)NC(SCc2cc(=O)[nH][nH]2)=C(C#N)C1c1cccs1 (centres undefined)
-35 | 27 | CCOC(=O)C1=C(Nc2ccccc2)OCC1=O
0 | 18 | CC(C)CCSc1nc2c(c(=O)[nH]c(=O)n2C)n1CCc1ccccc1
-32 | 28 | Cc1cccc(N(C)S(=O)(=O)c2ccc3[nH]c(=O)c(=O)[nH]c3c2)c1
14 | 19 | CCOc1ccc(S(=O)(=O)N(C)C)cc1-c1nc2c(C(C)(C)C)nn(C)c2c(=O)[nH]1
54 | 20 | CCOC(=O)C1=C(C)N(Cc2ccccc2)C(=O)NC1c1ccc(OC)cc1 (centres undefined)

An excerpt from above in order of molar mass, falling.
mHtt clearance | mHtt clearance grain fraction | SMILES
3 | 37 | O=C(NC(C(=O)N/N=C/c1c2ccccc2cc2ccccc12)c1n[nH]c(=O)c2ccccc12)c1ccccc1 (centres undefined)
-54 | 31 | COc1ccc(C2CC2/C(C)=N/OC(=O)c2cccs2)cc1 (centres undefined)
13 | 24 | CC1(C)Cc2c(c(N3CCCC3)[nH]c(=S)c2C#N)CO1

The main list resumes, repeating the two entries before the break.
mHtt clearance | mHtt clearance grain fraction | SMILES
14 | 19 | CCOc1ccc(S(=O)(=O)N(C)C)cc1-c1nc2c(C(C)(C)C)nn(C)c2c(=O)[nH]1
54 | 20 | CCOC(=O)C1=C(C)N(Cc2ccccc2)C(=O)NC1c1ccc(OC)cc1 (centres undefined)
? | / | Cc1cc(NC(=O)C2CC=CCC2C(=O)O)no1 (centres undefined)
-12 | 25 | Cn1c(-n2c(CCCN3C(=O)c4ccccc4C3=O)nc3ccccc3c2=O)nc2ccccc21
-101 | 42 | Cn1c(SCc2ccccc2)nnc1C1CCCNC1 (centres undefined)
24 | 37 | CCOC(=O)N1CCC(NC(=O)Cn2nc(Cc3ccncc3)c3ccccc3c2=O)CC1
-28 | 26 | CC1CCc2ccccc2N1C(=O)c1cccs1 (centres undefined)
-50 | 55 | CC(C)C(NC(=O)OC(C)(C)C)C(=O)N1CCCC1C(=O)NC(Cc1ccccc1)C(N)=O (centres undefined)
23 | 13 | O=C(Nc1cc(C(=O)N2CCOCC2)ccc1N1CCCC1)c1cccs1
-250 | 174 | CN(CCCNC(=O)C1CCC(=O)N1Cc1ccc(F)cc1)c1ccccc1 (centres undefined)
-17 | 43 | CCOC(=O)c1c(C)c(C(=O)N2CCCCCC2)c(C)n1C
15 | 17 | O=c1nc(NC2CCCC2)ccn1Cc1cccc(Br)c1
-42 | 63 | COc1cc(S(=O)(=O)N2CCCCC2)ccc1NC(=O)c1ccc(F)cc1
-143 | 51 | C/C(=N\Nc1nc(N)cc(Cl)n1)c1cccc([N+](=O)[O-])c1
-78 | 36 | CCOC(=O)C1CCN(C(=O)CN(Cc2ccc(Cl)cc2)S(C)(=O)=O)CC1
29 | 15 | CC(C)COC(=O)Nc1ccccc1C(=O)N1CCOCC1
17 | 15 | CCCCn1nnc(NC(=O)COc2cc(C)ccc2C(C)C)n1
7 | 31 | COc1ccc(C(=O)NNC(=S)NC2CCCCC2)cc1OC
10 | 35 | O=C(CSc1ncnc2c1oc1ccccc12)Nc1cccc(F)c1
21 | 28 | N#CC(C(=O)OC1CCCCC1)c1nc2ccccc2nc1N1CCCCC1 (centres undefined)
24 | 36 | O=C(CSc1ncnc2c1oc1ccccc12)Nc1nc2ccccc2s1
21 | 16 | COc1ccc2c(c1)C(C)CC(C)(C)N2C(=O)CSc1ncn[nH]1 (centres undefined)
-52 | 28 | Cc1noc(NS(=O)(=O)c2ccc(N/C=C\C(=O)c3ccncc3)cc2)c1C
-3 | 18 | CCCC(C)C(=O)Nc1ccc2c(c1)OCCO2 (centres undefined)
15 | 17 | Cc1ccc(S(=O)(=O)N(C)CC(=O)NC2CC(C)(C)NC(C)(C)C2)cc1
-1 | 31 | CC1(C)CC(=O)c2c(O)cc(OCc3ccc([N+](=O)[O-])cc3)cc2O1
1 | 39 | Cc1c(OCc2ccc(C(=O)O)o2)ccc2c3c(c(=O)oc12)CCC3
-10 | 38 | N#Cc1nc(N2CCOCC2)nc(N2CCOCC2)n1
12 | 33 | CC(C)NC(=O)c1ccc(OC2CSC2)cc1
26 | 15 | Cc1ccc(Cc2cnc(NC(=O)c3ccco3)s2)cc1
28 | 36 | Cc1csc(NC(=O)CN(C)S(=O)(=O)c2cccc3cccnc23)n1
58 | 16 | Cc1cc(C)nc(NS(=O)(=O)c2ccc(NC(=O)c3cccs3)cc2)n1

2 compounds picked at random from those above:
mHtt clearance | mHtt clearance grain fraction | SMILES
-250 | 174 | CN(CCCNC(=O)C1CCC(=O)N1Cc1ccc(F)cc1)c1ccccc1 (centres undefined)
-78 | 36 | CCOC(=O)C1CCN(C(=O)CN(Cc2ccc(Cl)cc2)S(C)(=O)=O)CC1

(further entries)
mHtt clearance | mHtt clearance grain fraction | SMILES
-27 | 46 | CCN(CC)CCCNC(=O)C1c2ccccc2C(=O)N(C)C1c1ccc(OC)cc1 (centres undefined)
28 | 14 | CCC(NC(=S)NCc1ccccc1)C(=O)O (centres undefined)
2 | 21 | COc1cccc(CNc2ccc(F)c(Cl)c2)c1OC
32 | 23 | COc1cc(C(=O)NCCc2cn3ccc(C)cc3n2)cc(OC)c1OC
52 | 16 | O=C(c1cc(F)c(F)cc1Cl)N1CCCCC1
19 | 16 | COC(=O)c1ccc(NC(=O)C2C3CCC(C3)C2C(=O)O)cc1 (centres undefined)
-3 | 35 | Nc1nc(N2CCOCC2)nc2ccccc12
-37 | 25 | CCOc1ccc(C(=O)Nc2ccc3c(c2)OCCO3)cc1OC
25 | 14 | CC1(C)CC(=O)C2=C(C1)N(Cc1cccnc1)C(=O)C2(NC(=O)C1CC1)C(F)(F)F (centres undefined)
32 | 26 | CCCCn1c(NC(C)CC)nc2c1c(=O)[nH]c(=O)n2C (centres undefined)
6 | 20 | CCOC(=O)C1CCN(CC(=O)Nc2c(C(=O)OC)[nH]c3ccc(Cl)cc23)CC1
-6 | 42 | Cc1nnc(NC2=NCCC2)o1
34 | 14 | CCCc1nnc(SCC(=O)Nc2ccc(OCC)cc2)n1N
-14 | 39 | CCn1c2ccccc2c2nnc(SCc3ccc(C(=O)OC)o3)nc21
32 | 13 | CN=C1SC(CC(=O)Nc2ccc(N3CCOCC3)cc2)C(=O)N1C (centres undefined)
-48 | 29 | COc1ccc2nc(SCC(=O)N3CCN(c4ccccc4F)CC3)c(C#N)cc2c1
-17 | 52 | Cc1cc2nsnc2c(S(=O)(=O)NCC(=O)O)c1C
10 | 19 | COc1ccc(N(CC(O)Cn2nnc3ccccc32)S(=O)(=O)c2ccc(C)cc2)cc1 (centres undefined)
-36 | 52 | COc1cccc(CC(NC(C)=O)C(=O)NC2CCN(c3nnnn3-c3ccccc3)CC2)c1 (centres undefined)
-34 | 49 | CCOC(=O)c1cnc(N2CCOCC2)[nH]c1=O
-34 | 54 | O=C(CSc1nc2ccccc2o1)NC(=O)NCc1ccccc1
9 | 38 | CCc1c(O)nc(SCC(=O)Nc2ccc(C)cc2)n(C2CCCCC2)c1=O
43 | 19 | Brc1c(CSc2nncn2-c2ccccc2)nc2ncccn12
10 | 31 | CCN(CC)CCOC(=O)c1cccc(Cl)c1
32 | 23 | COC(=O)CN(n1cnnc1)S(=O)(=O)c1ccccc1
-1 | 19 | CCOC(=O)CC1(CC(=O)OCC)NC(=O)c2c(C)sc(C(=O)OCC)c2N1
7 | 15 | CC(NC(=O)c1ccc(-c2cc(C(F)(F)F)ccc2Cl)o1)c1ccccc1 (centres undefined)
-49 | 27 | C=CCC(NCc1ccccc1)c1ccco1 (centres undefined)
-72 | 33 | Cn1c(NC(=O)c2ccc(Cl)s2)cc(=O)n(C)c1=O
-14 | 23 | C=CCN(CC=C)C(=O)Nc1cc(Cl)ccc1OC

Entries of single compounds from above. Order of values: mHtt clearance, mHtt clearance grain fraction
`Cn1c(NC(=O)c2ccc(Cl)s2)cc(=O)n(C)c1=O` as listed: -72, 33
`CCN(CC)CCOC(=O)c1cccc(Cl)c1` as listed: 10, 31
`Cc1cc2nsnc2c(S(=O)(=O)NCC(=O)O)c1C` as listed: -17, 52
`CCn1c2ccccc2c2nnc(SCc3ccc(C(=O)OC)o3)nc21` as listed: -14, 39
`COC(=O)c1ccc(NC(=O)C2C3CCC(C3)C2C(=O)O)cc1` (centres undefined) as listed: 19, 16

Additional structures follow.
mHtt clearance | mHtt clearance grain fraction | SMILES
-36 | 23 | CC(=O)c1c(N2CCOCC2)nc(=S)n(-c2cc(C)ccc2C)c1C
57 | 17 | CCOP(=O)(OCC)C(C#N)=C1SCN(c2ccc(Cl)cc2)CS1
-12 | 23 | Cc1cccc(C)c1OCC(=O)Nc1oc(-c2ccccc2)c(-c2ccccc2)c1C#N
22 | 16 | CCCS(=O)(=O)N1CCCC(C(=O)NCc2ccc3c(c2)OCO3)C1 (centres undefined)
-45 | 28 | Cc1c(=O)n(OCc2ccccc2)c2ccccc2[n+]1[O-]
-2 | 20 | COC(=O)c1c(NC(=O)c2ccc(S(=O)(=O)N3CCOCC3)cc2)sc2c1CCN(C)C2
28 | 28 | COc1cc(Cl)ccc1NC(=O)COc1ccccc1C(=O)N1CCN(c2ccc(O)cc2)CC1
18 | 15 | CC(C)(C)c1cc(NC(=O)CCSc2nnc3ccccn23)cc(C(C)(C)C)c1
-17 | 19 | COCc1nnc(NC(=O)CCSc2ccccc2)s1
-26 | 56 | FC(F)(F)c1cc(-c2ccco2)nc(NCc2ccco2)n1
32 | 23 | CSc1n[nH]c(NC2=CC(=O)CCC2)n1
-8 | 39 | Cc1ccc(-n2c(=O)[nH]c3c(C(N)=O)nc(-c4ccc(C)o4)nc32)cc1
-23 | 50 | COc1ccc(OCC(=O)Nc2ccc(C)cc2)cc1
-16 | 23 | CN(C)C(=O)COc1ccc2cc(-c3ccccc3)c(=O)oc2c1
0 | 40 | Cc1cc(C)n(CC(=O)Nc2ccccc2)n1
-30 | 44 | CCCN(C(=O)c1ccccc1N)c1c(C)n(C)n(-c2ccccc2)c1=O
-5 | 35 | COc1ccc(-n2c(-c3cccc(OC)c3)nc(=S)c3c2CCCC3)cc1
-29 | 27 | COc1ccc(S(=O)(=O)N2C3CCC2CC(NC(=O)C2CC2)C3)cc1 (centres undefined)
-10 | 26 | O=C(Nc1ccc2c(c1)OCCO2)C1CCN(S(=O)(=O)c2cccs2)CC1
30 | 14 | Cc1ccc(C(=O)CSc2nnc(CNc3nc(-c4ccccc4)cs3)n2C)cc1
? | / | O=[N+]([O-])c1cc(-c2n[nH]c(-c3ccccc3)n2)cc([N+](=O)[O-])c1
19 | 29 | COc1cccc(OC)c1/C(O)=C(\C#N)c1nc2ccccc2[nH]1
-68 | 35 | Cc1ccc(C)c(C(=O)NC2CC(C)(C)NC(C)(C)C2)c1
-11 | 39 | CCn1ccnc1C(O)c1ccc(N(C)C)cc1 (centres undefined)
8 | 34 | C1CCC(c2nn3c(-c4n[nH]c5c4CCC5)nnc3s2)CC1
4 | 20 | CCn1c(COc2ccccc2C)nnc1SCC(=O)NCc1ccccc1
-8 | 41 | O=C(NC1=NCCS1)c1sc2ccccc2c1Cl
25 | 27 | Cc1noc(C)c1CSCC(=O)N1CCN(c2ccc(F)cc2)CC1
16 | 31 | CN1CCN(S(=O)(=O)c2cccc(C(=O)N(c3ccccn3)C3CCCCC3)c2)CC1
45 | 20 | O=C(COCc1nc2ccccc2c(=O)[nH]1)NC1CCCC1
6 | 35 | Cc1nnc(SCC(=O)c2cc(C)n(-c3ccc4c(c3)OCO4)c2C)s1
-36 | 27 | CS(=O)(=O)N1CCC(C(=O)Nc2ccc(OCc3ccccc3)cc2)CC1

Compound activity (PubChem BioAssay)
